Bioassay records deposited in PubChem by Small Molecule Screening Facility, UW Madison.
SSB-PriA inh = blocks PriA binding to SSB C-terminal tail; AlphaScreen SSBct-PriA binding, biotinylated peptide; inhibition, % at 33 µM; 430,000 compounds, 0.6% hits; in the data active = inhibition mostly above about 37%, no sharp cut-off; inactive = mostly below about 20%;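 note: plate controls were negative control peptide for no effect and reference peptide for full effect; strong numbers were not always called active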
An asterisk follows results filed as active; & = joins results of further samples. An excerpt; rates above refer to the full screens.

SMILES	SSB-PriA inh
CCCCN(C)S(=O)(=O)c1ccc(C(=O)Nc2nc(-c3ccc(OC)c(C)c3)cs2)cc1	12.0
CCOC(=O)C1=C(C)Nc2ccccc2NC1=NS(=O)(=O)c1cc(C(=O)O)ccc1Cl	-7.9
CCOC(=O)c1ccc(NC(=O)Nc2ccc(-c3ccc(NC(=O)Nc4ccc(C(=O)OCC)cc4)c(OC)c3)cc2OC)cc1	-16.0&1.0
COc1cccc(-n2nnc(-c3nc(-c4cc(C)ccc4C)cs3)c2C)c1	-28.0
COc1cc(-c2nc3sc4c(c3c(=O)o2)CCC(C)C4)cc(OC)c1OC (stereo not given)	-4.0
O=C(Nc1ccccc1)ON=C(c1ccccc1)c1ccccn1	-11.2
CCOc1ccccc1CNC(=O)Cc1nnc(-c2ccc(C)cc2)o1	-8.0
COc1ccc(CCNC(=O)Cc2csc(NC(=O)Nc3cccc(Cl)c3)n2)cc1OC	0.0
CC1(C)COc2ccc(NC(=O)COc3ccc(F)cc3)cc2NC1=O	3.0
COc1cc(/C=C(\C#N)C(=O)Nc2ccc(OC(F)(F)F)cc2)cc(OC)c1OC	-11.0
CC(=NNc1nc2ccccc2s1)c1ccc(Br)s1	24.9
O=C(CC(c1ccccc1)c1ccccc1)NCCSc1c[nH]c2ccccc12	13.0
Cc1ccc(C23CC4CC(CC(C(=O)N/N=C\c5ccco5)(C4)C2)C3)cc1	22.0
CS(=O)(=O)N1CCC(C(=O)N2CCN(C(=O)C3CC3c3ccc4c(c3)OCO4)CC2)CC1 (stereo not given)	-2.0
CN1CCN(CCCCN2C(=O)c3ccccc3C2=O)CC1	-7.0
N#CC1=C(SCC(=O)Nc2ccccc2C(=O)c2ccccc2)NC(=O)CC1c1ccccc1F (stereo not given)	14.0&24.0
Cc1ccc(C)c(NC(=O)CSc2nnc(CNC(=O)c3cccc(F)c3)n2-c2cccc(C(F)(F)F)c2)c1	-13.0
CCS(=O)(=O)c1ccc(CC(=O)N2CCN(c3nc4c(OC)ccc(OC)c4s3)CC2)cc1	-2.0
COCCN1CCC(NC(=O)c2c(F)cccc2F)CC1	-17.0
CCOc1ccc(S(=O)(=O)NCC2CCN(Cc3ccco3)CC2)cc1F	-8.0
CC(C)c1ccc(S(=O)(=O)NCC(c2ccsc2)N2CCN(C)CC2)cc1 (stereo not given)	0.0
Cc1c(Cl)cccc1NC(=O)Cn1nc2c(SCc3ccccc3)nccn2c1=O	3.0
CSc1ccccc1C(=O)Nc1nnc(-c2cc(C)nn2C)o1	0.0&6.0
COc1ccccc1-c1c(C)oc2c3c(ccc2c1=O)OCN(Cc1ccccn1)C3	-4.0
C=CCN1C(=O)C(C)(C)COc2ccc(NS(=O)(=O)c3ccc(OC)cc3OC)cc21	3.0

Part of the list above, reformatted:
COc1ccc(CCNC(=O)Cc2csc(NC(=O)Nc3cccc(Cl)c3)n2)cc1OC
  SSB-PriA inh = 0.0
CC1(C)COc2ccc(NC(=O)COc3ccc(F)cc3)cc2NC1=O
  SSB-PriA inh = 3.0
COc1cc(/C=C(\C#N)C(=O)Nc2ccc(OC(F)(F)F)cc2)cc(OC)c1OC
  SSB-PriA inh = -11.0

(cont.)
SMILES	SSB-PriA inh
CC1CN(C)CCN1CC1CCN(C(=O)NCc2ccccc2)CC1 (stereo not given)	-11.0
O=[N+]([O-])c1cccc(-c2ccc(-c3nn4c(-c5ccco5)nnc4s3)o2)c1	-2.0
CC(CCc1ccccc1)=NNC(=O)c1ccccc1[N+](=O)[O-]	-3.0
O=[N+]([O-])c1cc(S(=O)(=O)C(F)(F)F)ccc1NCCCN1CCOCC1	12.0
CCOc1cc(C=NO)cc(Br)c1OCC(=O)NCc1ccccc1	4.5
Cc1nc(-c2ccccc2NC(=O)c2ccc3noc(-c4ccccc4)c3c2)cs1	-18.0
Cc1c(C(=O)NCc2ccco2)oc2c1/C(=N\O)CCC2	-8.0
COc1ccccc1NC(=O)c1nnn(-c2ccccc2OC)c1C	-7.0
O=S(=O)(c1ccc2c(c1)OCCO2)n1ccnc1	-14.0
COc1cc(OC)c(C=Nn2c(C3CCCCC3)n[nH]c2=S)c(OC)c1	6.8
O=C(c1cccc2c1OCCO2)N1CC[C@H](Oc2cccnn2)C1	-15.0
Cc1ccc(-c2ccc(C(=S)N3CCN(c4ccccc4C)CC3)o2)cc1	11.0
O=C(CCS(=O)(=O)c1ccccc1)N1CCCC(Cc2nc(-c3ccsc3)no2)C1 (stereo not given)	-2.0
CCc1c(C(=O)NN=Cc2ccsc2)csc1C	1.9
COc1ccccc1C=NNc1nncc2ccccc12	1.9
COC(=O)N(C)Cc1nc2ccccc2n1Cc1c(F)cccc1Cl	-5.0
O=C1CCSC[C@@H](C(=O)N2CCN(C(c3ccccc3)c3ccccc3)CC2)N1	12.0
CCCC(=O)NN=C1CS(=O)(=O)N(C)c2ccsc21	-7.4
O=C(NCCc1nc2c(c(C(F)(F)F)n1)CCCC2)c1ccc(F)cc1Cl	-9.0
CCOc1cc(-c2ccc(C)cc2)nc2ccc(C(=O)N3CCN(C(=O)c4ccco4)CC3)cc12	4.0
Cc1cc(C)c2sc(N(CC3CCCO3)C(=O)c3ccc4c(c3)CCCC4)nc2c1 (stereo not given)	-32.0&4.0
O=C(O)CCCNC(=O)C1(S(=O)(=O)c2ccccc2)CCCC1	-16.0&5.0
Cc1ccc(OCC(O)CNC(C)c2ccccc2)cc1 (stereo not given)	-3.0
Oc1c(C(Nc2ccccn2)c2cccnc2)ccc2cccnc12 (stereo not given)	92.0
Cc1ccc(C(c2c(O)cc(C)n(Cc3ccccn3)c2=O)N2CCN(c3ccccn3)CC2)cc1 (stereo not given)	0.0

(cont.)
SMILES	SSB-PriA inh
COc1cccc(N2C(=S)N(c3ccc(Cl)cc3)C3CS(=O)(=O)CC32)c1 (stereo not given)	4.0
Cc1cc(SCC(=O)Nc2ccc(F)cc2)nc2ccccc12	-4.0
COc1cccc2c1OCCC2=NNC(=O)COc1ccc(C)cc1	-14.6
O=C(C1CCCC1)N1CCc2ccc(NC(=O)C3(c4ccccc4)CCOCC3)cc21	-8.0&1.0
CCS(=O)(=O)Nc1ccc2c(c1)CCCN2C(=O)c1cccs1	20.0
O=C(Nc1ccccc1Cl)N1C2C=CCC1CC2 (stereo not given)	-4.0
Cn1cccc1C(CNC(=O)C(=O)NCCc1ccccc1)N1CCCC1 (stereo not given)	-4.0
O=C(NCC1CCCN(c2nccs2)C1)c1cc(-c2ccc(F)cc2)c[nH]1 (stereo not given)	13.0
Nc1nnnn1N=Cc1cccc(Br)c1	-1.7
COc1cc(/C=N\NC(=O)C2(O)c3ccccc3-c3ccccc32)ccc1O	-2.0
O=C(CN1CCN(Cc2nc3ccccc3[nH]2)CC1)NCc1ccco1	-11.0
COc1ccc(SCCC(=O)Nc2nc(C)c(C(C)=O)s2)cc1	-1.0
Cc1nc2c(ccc3nc(NC(=O)Cc4cccs4)sc32)s1	-5.0&25.0
COc1ccc(C(N)=NOC(=O)c2cccs2)cc1OC	-12.9
CN1CCc2cc(C(CNC(=O)NC3CCCCC3)N3CCCC3)ccc21 (stereo not given)	16.0
Cc1cccc(-n2c(CNC(=O)c3cc(Cl)ccc3Cl)nnc2SCC(=O)Nc2nccs2)c1	-6.0
O=C(NCCn1ncccc1=O)C1CCN(c2cc(-n3ccc4ccccc43)ncn2)CC1	3.0
O=C(CCn1cnc2c([nH]c3ccc(F)cc32)c1=O)N1CCN(c2ncccn2)CC1	-15.0
Cc1ccsc1C=NNC(=O)C(O)c1ccccc1 (stereo not given)	-5.8
O=C(Cn1cccn1)Nc1ccccc1Cc1nc(-c2ccco2)no1	-11.0
NCC(c1c(F)cccc1Cl)N1CCCC1 (stereo not given)	3.0
CC(O)(CNC(=O)COc1ccccc1F)c1ccc2c(c1)OCO2 (stereo not given)	-5.0
CCCc1nc2ccccc2c(=O)n1N=Cc1ccc(O)cc1O	1.6
O=C(NN=Cc1cccc([N+](=O)[O-])c1)c1ccc2nc[nH]c2c1	-8.2
CS(=O)(=O)Nc1cccc(NC(=O)CCc2csc(NC(=O)c3cccs3)n2)c1	-6.0

(cont.)
SMILES	SSB-PriA inh
O=C(NCCn1cnc(C2CCCC2)cc1=O)c1cccc(Br)c1	-10.0
COc1ccc(C(=O)NCC2CCN(C(=O)c3ccoc3)CC2)cc1F	19.0
CC(=NNC(=O)c1ccc(NC(=O)c2ccc(F)cc2)cc1)c1ccccc1	0.8
COc1ccc(OCc2nc(Cc3nc(-c4cccc(C)c4)oc3C)no2)cc1	4.0
Cn1ccnc1SCc1cc(=O)c(OC(=O)c2ccc(-c3ccccc3)cc2)co1	-2.0
O=C(NCCn1ncc2c(=O)n(Cc3cccc([N+](=O)[O-])c3)cnc21)c1cc2ccccc2o1	10.0
O=C(Cn1c(=O)oc2ccccc21)N(CCc1ccccc1)Cc1ccccn1	-2.0
O=C(NCCOc1ccc(F)cc1)c1ccc(Cl)cc1	-9.0
Cn1nc(C(=O)N(Cc2ccccc2)Cc2ccccc2)ccc1=O	-12.0
COc1ccc(OC)c(-c2cc(C(=O)NCCc3csc4nc(-c5cccs5)nn34)n(C)n2)c1	33.0
COc1ccc2c(c1)CCC[C@@]2(O)CNC(=O)c1ccc(F)cc1F	-6.0
CCN(CC)C(=NS(=O)(=O)c1ccc(C)cc1)c1ccccc1	-5.3
Cc1cc(C(=O)NCc2sc(-c3cccs3)nc2C)c(C)o1	15.0
COc1ccccc1C1(C(=O)N(Cc2ccoc2)Cc2cccs2)CCOCC1	-20.0
O=C(O)COc1cccnn1	-4.0
Clc1cccc2sc(NCc3ccccn3)nc12	-12.0
CSC1CC2CCC(C1)N2C(=O)CCc1ccc(F)c(C)c1 (stereo not given)	3.0
CSc1ccc2nc(NC(=O)c3ccc(S(=O)(=O)N4CCc5ccccc5C4)cc3)sc2c1	-1.0
COc1ccccc1C=NN=C(N)c1ccccn1	21.2
CN1CCCc2cc(C(CNC(=O)C(=O)Nc3ccccc3)N(C)C)ccc21 (stereo not given)	-2.0
COc1ccc(CCC(=O)NCCN2CCN(c3ccccc3F)CC2)cc1	-4.0
Cc1cc([N+](=O)[O-])ccc1NC(=O)C(=O)NCc1ccncc1	-4.0
COc1ccc2cccc(NC(=O)c3cc(-c4cccs4)[nH]n3)c2n1	1.0
COc1cccc(C=NNc2nc3ccccc3[nH]2)c1O	4.4
CCOc1ccc2c(c1)C(=NN1C(=O)c3ccccc3C1=O)C(=O)N2	-17.5

Following part.
SMILES	SSB-PriA inh
CNC=C1C(=O)C(C)(C)Oc2ccc3ccc(=O)oc3c21	10.8
Cc1nnc(SCc2cccnc2)c2c1cnn2-c1ccccc1	2.0
CCCN1CCCc2cc(CCNC(=O)C(=O)Nc3ccc4c(c3)OCCO4)ccc21	36.0
COc1ccc(Nc2c(C#N)cnc3c(OC)cccc23)cc1OC	-13.0
COc1ccc(C)c2sc(=NC(=O)c3ccnn3C)n(C)c12	-9.0
COc1ccc(C2Oc3ccccc3C3CC(c4cccc(NS(C)(=O)=O)c4)=NN32)cc1 (stereo not given)	12.0
O=C(Nc1ccc2c(c1)CN(C(=O)c1cccs1)CC2)c1ccc(F)cc1Cl	-6.0&6.0
O=C(c1ccc(OC(F)(F)F)cc1)N1CCc2oncc2C1	-14.0
Cc1cccc(S(=O)(=O)Nc2ccc3c(c2)N(C(=O)C(C)(C)C)CC3)c1	1.0
COc1ccc(-n2nnnc2SC(C)C(=O)Nc2ccccc2Cl)cc1 (stereo not given)	-16.0
NC(=NOC(=O)c1ccco1)c1ccc(Cl)cc1	-22.6
O=C(CCc1cccc(Cl)c1)Nc1cnc2ccnn2c1	-9.0
COc1ccc(C2=NN(C(=O)CCN3CCOCC3)C(c3ccccc3)C2)cc1 (stereo not given)	-5.0
O=C(O)CC1CCCCN1S(=O)(=O)c1ccccc1 (stereo not given)	-12.0
Cc1cc(=O)n2c(n1)SCC2CC(=O)N1CCC(Cc2ccccc2)CC1 (stereo not given)	-1.0
COc1ccccc1NC(=O)c1ccccc1Br	-16.0&-2.0
O=C(NCc1ccc2c(c1)OCO2)C(=O)Nc1ccc(C(F)(F)F)cc1	-11.0&4.0
OC(COCc1ccc(Cl)cc1)CN1CCN(c2ccccc2F)CC1 (stereo not given)	-4.0&-14.0
O=C(Cn1cnc2c(nnn2-c2ccc(F)cc2)c1=O)Nc1ccc(OC(F)(F)F)cc1	-6.0
COc1ccc([C@@H]2c3cccn3CCN2S(=O)(=O)c2ccc(NC(C)=O)cc2)cc1OC	19.0
COc1ccc(C(=O)Nc2ccc(-c3csc(-c4ccccc4)n3)cc2)cc1OC	-3.0
CNCc1nc(-c2ccccn2)no1	2.0
CC(C)C(=O)Nc1ccc(C(=O)NCCNC(=O)Cc2ccccc2)cc1	-16.0
COc1ccc(C(=O)N2CCOC2CNC(=O)C(=O)NCc2ccncc2)cc1 (stereo not given)	-5.0
O=C(c1ccccc1C(F)(F)F)N1CCN=C1SCc1ccccc1F	-7.0

Molecules shown so far that contain a furan ring, fused or not, in the order listed:
SMILES	SSB-PriA inh
Cc1ccc(C23CC4CC(CC(C(=O)N/N=C\c5ccco5)(C4)C2)C3)cc1	22.0
CCOc1ccc(S(=O)(=O)NCC2CCN(Cc3ccco3)CC2)cc1F	-8.0
O=[N+]([O-])c1cccc(-c2ccc(-c3nn4c(-c5ccco5)nnc4s3)o2)c1	-2.0
Cc1c(C(=O)NCc2ccco2)oc2c1/C(=N\O)CCC2	-8.0
Cc1ccc(-c2ccc(C(=S)N3CCN(c4ccccc4C)CC3)o2)cc1	11.0
CCOc1cc(-c2ccc(C)cc2)nc2ccc(C(=O)N3CCN(C(=O)c4ccco4)CC3)cc12	4.0
O=C(CN1CCN(Cc2nc3ccccc3[nH]2)CC1)NCc1ccco1	-11.0
O=C(Cn1cccn1)Nc1ccccc1Cc1nc(-c2ccco2)no1	-11.0
COc1ccc(C(=O)NCC2CCN(C(=O)c3ccoc3)CC2)cc1F	19.0
O=C(NCCn1ncc2c(=O)n(Cc3cccc([N+](=O)[O-])c3)cnc21)c1cc2ccccc2o1	10.0
Cc1cc(C(=O)NCc2sc(-c3cccs3)nc2C)c(C)o1	15.0
COc1ccccc1C1(C(=O)N(Cc2ccoc2)Cc2cccs2)CCOCC1	-20.0
NC(=NOC(=O)c1ccco1)c1ccc(Cl)cc1	-22.6
